TDP1 cell CPT – growth inhibition of DT40 Tdp1-/-;hTDP1 cells with camptothecin (screen for TDP1 inhibitors); Potency, µM (highest dose often 46.2 µM), without a hit: at the top dose activity change, negative = growth inhibition, usual class: inhibitors; AID 686979; chicken DT40 Tdp1-/-;hTDP1 cells + 20 nM CPT, ATP luminescence, 48 h; 420,000 compounds, 12% hits; further: nearly all actives have a fitted effect of over 55% in size
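Chicken DT40 Tdp1-/- cells complemented with human TDP1, 400 cells/well, exposed to compounds plus 20 nM camptothecin for at least 48 h at 37 C; viability read as ATP content by CellTiter-Glo luminescence.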
TDP1 inh – TDP1 (human) enzyme inhibition; Q9NUW8; recombinant TDP1, AlphaScreen DNA substrate cleavage; Potency, µM (titrated, usually from 130 µM), for inactives: at the highest dose activity change, negative = inhibition, usual class: inhibitors; 350,000 compounds, 0.28% hits; further: nearly all actives have a fitted effect of over 40% in size
Target sequence (Q9NUW8 whole entry, looked up): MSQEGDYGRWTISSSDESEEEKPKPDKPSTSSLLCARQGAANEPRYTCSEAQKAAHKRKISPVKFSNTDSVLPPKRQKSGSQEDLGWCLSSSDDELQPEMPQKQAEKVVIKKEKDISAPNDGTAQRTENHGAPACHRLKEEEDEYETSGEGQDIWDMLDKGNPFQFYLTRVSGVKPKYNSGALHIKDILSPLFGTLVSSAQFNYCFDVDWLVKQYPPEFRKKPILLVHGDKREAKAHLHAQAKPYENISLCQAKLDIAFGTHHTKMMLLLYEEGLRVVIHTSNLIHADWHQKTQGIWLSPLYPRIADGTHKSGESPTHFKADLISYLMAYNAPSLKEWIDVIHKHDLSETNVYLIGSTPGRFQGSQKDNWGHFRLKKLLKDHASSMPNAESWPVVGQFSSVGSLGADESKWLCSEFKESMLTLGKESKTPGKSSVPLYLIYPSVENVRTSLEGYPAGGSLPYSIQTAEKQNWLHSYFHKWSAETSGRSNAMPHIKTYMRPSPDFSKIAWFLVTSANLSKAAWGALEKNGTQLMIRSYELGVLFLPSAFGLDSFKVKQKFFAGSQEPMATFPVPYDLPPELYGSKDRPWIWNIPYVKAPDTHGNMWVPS
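Compounds were preincubated with Tdp1 (1 nM final) for 15 min at room temperature before substrate (15 nM final) started a 5 min reaction; beads (10 ug/ml final) were then added for 10 min before AlphaScreen detection.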
DT40 TDP1 no CPT – qHTS for Inhibitors of human tyrosyl-DNA phosphodiesterase 1 (TDP1): qHTS in cells in absence of CPT; DT40 Tdp1-/- hTDP1 cells, no CPT, ATP luminescence, 48 h; 420,000 compounds, 15% hits; Potency, µM (titrated, usually from 46.2 µM), without a hit: at the highest dose activity change, negative = growth inhibition, hits mostly inhibitors; AID 686978, 2013; further: nearly all actives have a fitted effect of over 55% in size
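Stably hTDP1-transfected Tdp1-null chicken DT40 cells were treated with library compounds minus camptothecin and grown for at least 48 hr at 37 °C, after which cellular ATP was quantified by luminescence.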
Numbers without * were called inactive; ? = inconclusive; / = no result given; [ ] = another dose, or the depositor's remark. The call rests on the fitted dose curve; in most records, active means well fitted curve in the direction sought with a large enough effect; inconclusive means small, poorly fitted or top-dose-only effect, or another doubt; inactive means no such curve, though single readings can be large; an effect the other way counts as inactive or inconclusive. On the % scale 0 is the no-effect control and ±100 the full control effect; potency means the concentration at half of the fitted maximal effect.

SMILES | TDP1 cell CPT | TDP1 inh | DT40 TDP1 no CPT
CC(=O)OC(C#CCN1CCOCC1)c1ccccc1 (stereo not given) | -7% | 6% | 1%
Cc1cc(S(=O)(=O)NC(=O)[C@H]2O[C@@H](n3cnc4c(N)ncnc43)[C@H](O)[C@@H]2O)ccc1Br | -19% | / | -26%
CCN(CC1CCCN(CCc2cccc(F)c2)C1)C(=O)c1ccc(CSC)o1 (stereo not given) | ? | 5%[56.1 µM] | 23µM*
Nc1nonc1-c1nc2ccccc2n1Cc1c(Cl)cccc1Cl | -12% | -1%[12.3 µM] | -32%
C/C(=N\NC(=O)CNC(=O)c1ccc2c(c1)OCO2)c1ccco1 | 2% | 3% | -3%
NC(c1csc(Nc2ccccn2)n1)c1ccccc1Cl (stereo not given) | ? | / | ?
Cc1c(CN2CCc3c([nH]c4ccccc34)C2CC(C)C)cnn1C (stereo not given) | -6% | 6% | -26%
O=C(O)c1ccc(S(=O)(=O)NCC2CCCCC2)cc1 | 5% | / | -8%
CCN(CC)S(=O)(=O)c1ccc(N2CCOCC2)c(C(=O)O)c1 | 1% | 3% | -3%
C#CCOCCOCCOCCNc1nc(N2CCN(C(=O)[C@H]([C@@H](C)O)n3cc(CCCCN)nn3)CC2)nc(N2CCN(C(=O)[C@H](CCCCN)n3cc(CCCC)nn3)CC2)n1 | -3% | -1% | 20%
Cc1cc(NC(=O)CN2C(=O)NC(C)(CCc3ccccc3)C2=O)no1 (stereo not given) | 12% | -5% | -5%
Cc1cc(C)cc(NC(=S)NC2CC3CCCC(C2)N3C2CC2)c1 (stereo not given) | ? | 1% | ?
CCn1cc(C(=O)NCc2ccco2)c(=O)c2cc(F)c(N3CCN(C(=O)c4ccco4)CC3)cc21 | 21µM* | 40µM* | ?
Cc1cccc(Cc2cnc(NC(=O)C3=NCCN3)s2)c1 | -86% | 8% | 23µM*
Cc1ccc(-c2nnc(SCC(=O)NC3CCCc4ccccc43)n2N)cc1 (stereo not given) | ? | 5% | ?
O=C(NCc1ccccc1)C1CCC(=O)N(CCN2CCOCC2)C1 (stereo not given) | -9% | 2% | 18%
Cc1ccc(/C=C2\SC(=S)N(CCC(=O)NNC(=O)c3ccncc3)C2=O)cc1 | 1% | / | -10%
O=C1CCCC(O)=C1C1C2=C(CCCC2=O)OC2=C1C(=O)CCC2 | -3% | -6% | -9%
CS(=O)(=O)N(CC(=O)N1CCCCCC1)c1cccc(Br)c1 | -1% | 3% | -16%
COc1ccccc1Cc1c(-c2cccc(Br)c2)nc2ccc(Br)cn12 | ? | / | ?
Cc1ccc(OC(C)C(=O)Nc2nonc2-c2ccc(Br)cc2)cc1C (stereo not given) | ? | 9% | 18µM*
CN(CC(=O)Nc1ccc(F)cc1)C(=O)COC(=O)c1cc(S(=O)(=O)N(C)C)ccc1N1CCCC1 | 5% | / | -9%
CCCC(C(=O)N1CCOCC1)N1C(=O)C2C3C=CC(C3)C2C1=O (stereo not given) | -4% | -1% | -3%
CCN1C(=O)CC(C(=O)Nc2ccc(OC)cc2)SC1=Nc1ccc(C)c(C)c1 (stereo not given) | -24% | / | ?
Cn1ccc2c(N3CCOCC3)cc3c(c21)C1CCC3C1 (stereo not given) | -28% | / | ?
Continuation:
SMILES | TDP1 cell CPT | TDP1 inh | DT40 TDP1 no CPT
CCOC(=O)c1[nH]c(C)c(C(=O)N2CCCC(Nc3ccc(C)c(C)c3)C2)c1C (stereo not given) | -5% | 10% | 2%
CC(Oc1ccccc1)C(=O)N1CCN(Cc2cc(=O)n3nc(-c4ccccc4Cl)sc3n2)CC1 (stereo not given) | 1% | -5% | ?
CCCC(=O)N1CCC1(C)C(=O)NS(=O)(=O)c1cccc(C)c1 (stereo not given) | -5% | / | -2%
N=c1c2c(n(Cc3ccc(Cl)c(Cl)c3)c3c1CCC3)CCCC2 | 2.9µM* | 1% | 2.6µM*
COC(=O)c1ccc(N2CCN(C)CC2)c(NC(=O)COc2cccc(C)c2)c1 | -23% | 12% | ?
Cc1cc(C)c(OCC(=O)OCC(=O)NNC(=O)c2ccccc2F)c(C)c1 | -6% | 1% | 1%
O=C1NC(c2ccccc2)C(c2ccccc2)N1 (stereo not given) | -1% | / | -2%
COc1ccccc1NS(=O)(=O)c1cccc(C(=O)N/N=C/c2c(C)nn(-c3ccccc3)c2N2CCCC2)c1 | 21µM* | 5% | 21µM*
Cc1cc(C)cc(NC(=O)[C@H](Cc2c[nH]c3ccccc23)NC(=O)[C@@H]2Cc3ccccc3CN2)c1 | ? | / | ?
CCOC(=O)c1sc(NC(=O)CSc2nnc(C(C)C)n2CC)nc1C | ? | 2% | ?
O=C(O)C(Cc1c[nH]c2ccccc12)N1C(=O)c2ccccc2C1=O (stereo not given) | -3% | 0% | 24%
CCCn1c(=O)n(-c2cc(Cl)c(OC)cc2OC)c(=O)c2c3c(sc21)CN(C(C)=O)CC3 | ? | -5% | ?
CCc1ccc(NC(=O)c2cc(S(=O)(=O)N3CCc4ccccc43)cn2C)cc1 | ? | / | ?
O=C(O)CC(c1ccc(Br)cc1)N1Cc2ccccc2C1=O (stereo not given) | 33%[activator] | / | 5%
O=C(Nc1nnc(CSCc2ccccc2F)s1)c1cccc([N+](=O)[O-])c1 | -21% | 6% | 0%
O=C1CCC(=O)N1CC(=O)N1CCCc2ccccc21 | 5% | 2%[0.0935 µM] | -2%
O=C(O)c1[nH]c2ccccc2c1C(c1c(F)cccc1Cl)c1c(C(=O)O)[nH]c2ccccc12 | 10% | / | 15%
N#C/C(=C\c1ccc(O)cc1)C(=O)NCc1ccccc1 | ? | / | -4%
CC(=O)c1ccc(NC(=O)COC(=O)C2CC3C=CC2C3)cc1 (stereo not given) | -20% | 2% | ?
O=C(/C(C=Nc1ccc(F)cc1)=C(/O)c1ccco1)C(F)(F)F | -5% | 1% | -19%
CC(NC(=O)c1sc2ncccc2c1-n1cccc1)c1ccccc1 (stereo not given) | ? | 5% | 23µM*
Cc1cc(C)n(-c2nc(O)cc(=O)[nH]2)n1 | 8% | -9%[56.1 µM] | 8%
O=C(Nc1cccc(C(F)(F)F)c1)c1cccc(NS(=O)(=O)c2ccc(O)c(C(=O)O)c2)c1 | 12% | / | 0%
Cc1cc(C(=O)CSc2nnc(-c3cccnc3)n2-c2ccccc2F)c(C)n1CC1CCCO1 (stereo not given) | -24% | -12% | 23µM*
O=C(NCCc1ccccc1)c1[nH]c(C(F)(F)F)nc1-c1ccccc1 | -24% | / | ?

15 consecutive records out of the list so far, for reference:
SMILES | TDP1 cell CPT | TDP1 inh | DT40 TDP1 no CPT
O=C(O)C(Cc1c[nH]c2ccccc12)N1C(=O)c2ccccc2C1=O (stereo not given) | -3% | 0% | 24%
CCCn1c(=O)n(-c2cc(Cl)c(OC)cc2OC)c(=O)c2c3c(sc21)CN(C(C)=O)CC3 | ? | -5% | ?
CCc1ccc(NC(=O)c2cc(S(=O)(=O)N3CCc4ccccc43)cn2C)cc1 | ? | / | ?
O=C(O)CC(c1ccc(Br)cc1)N1Cc2ccccc2C1=O (stereo not given) | 33%[activator] | / | 5%
O=C(Nc1nnc(CSCc2ccccc2F)s1)c1cccc([N+](=O)[O-])c1 | -21% | 6% | 0%
O=C1CCC(=O)N1CC(=O)N1CCCc2ccccc21 | 5% | 2%[0.0935 µM] | -2%
O=C(O)c1[nH]c2ccccc2c1C(c1c(F)cccc1Cl)c1c(C(=O)O)[nH]c2ccccc12 | 10% | / | 15%
N#C/C(=C\c1ccc(O)cc1)C(=O)NCc1ccccc1 | ? | / | -4%
CC(=O)c1ccc(NC(=O)COC(=O)C2CC3C=CC2C3)cc1 (stereo not given) | -20% | 2% | ?
O=C(/C(C=Nc1ccc(F)cc1)=C(/O)c1ccco1)C(F)(F)F | -5% | 1% | -19%
CC(NC(=O)c1sc2ncccc2c1-n1cccc1)c1ccccc1 (stereo not given) | ? | 5% | 23µM*
Cc1cc(C)n(-c2nc(O)cc(=O)[nH]2)n1 | 8% | -9%[56.1 µM] | 8%
O=C(Nc1cccc(C(F)(F)F)c1)c1cccc(NS(=O)(=O)c2ccc(O)c(C(=O)O)c2)c1 | 12% | / | 0%
Cc1cc(C(=O)CSc2nnc(-c3cccnc3)n2-c2ccccc2F)c(C)n1CC1CCCO1 (stereo not given) | -24% | -12% | 23µM*
O=C(NCCc1ccccc1)c1[nH]c(C(F)(F)F)nc1-c1ccccc1 | -24% | / | ?

Continuation.
SMILES | TDP1 cell CPT | TDP1 inh | DT40 TDP1 no CPT
COc1ccc2ccc(OCC(=O)NCC3CCCO3)cc2c1 (stereo not given) | ? | 0% | -12%
C#CCNc1nc(C(C)C)nc2c1nnn2Cc1ccccc1F | ? | -2% | ?
Cc1cscc1-c1nc(NCC2CC2)nc2ccsc12 | ? | / | ?
COc1ccc(Cl)cc1-c1cc(C(=O)NCC2CCCCC2)[nH]n1 | 8.2µM* | / | 12µM*
O=C(O)/C=C/c1ccc2c(-c3ccccc3)onc2c1 | ? | -7% | ?
C[N+]1(CC2COC(c3ccccc3)(C3CCCCC3)O2)CCCCC1 (stereo not given) | -94% | / | 6µM*
O=C(OCC(=O)N1CCN(C(=O)c2ccco2)CC1)c1cc(-c2ccc(F)cc2)nc2ccccc12 | -17% | 5% | -16%
Cc1ccc(/C(N)=N/OC(=O)c2cccc(F)c2)cc1 | -12% | -7% | -18%
O=C(Nc1ccc(F)cc1F)N1CCC(c2nc3ccccc3o2)CC1 | 7% | -3% | -25%
COc1ccc(Br)cc1C(=O)NCc1cccnc1 | -5% | 7% | -2%
CCc1ccc(NC(=O)CCc2nnc3n(C)c(=O)c4sccc4n23)cc1 | -11% | 1% | ?
CCCCc1nnc(NC(=O)CSCc2cc(=O)n3c(C)csc3n2)s1 | 9% | 2% | 21%
CC(=O)CCc1ccc(OC(=O)c2cccnc2)cc1 | -24% | 2% | -3%
O=C(c1ccc(Br)cc1)N1CCN(Cc2ccccc2)CC1 | 11% | / | 1%
Cc1ccc(N/C=C(/C#N)c2ccsc2)cc1C | ? | 7% | ?
Cc1ccc(S(=O)(=O)N2CCN(CCC#N)CC2)cc1 | -3% | 2% | 6%
Cc1ccc(C)c(S(=O)(=O)N2CCCCC2CCNC(=O)C(=O)NCc2ccccn2)c1 (stereo not given) | ? | 0% | ?
CCn1ccc(C(=O)NCCCN2CCCC2=O)n1 | -14% | 5% | 20%
Cc1cc(-c2ccc(C)c(S(=O)(=O)NC(C)Cc3ccco3)c2)on1 (stereo not given) | -23% | 8% | -5%
O=C(COC(=O)c1cnccn1)c1ccc2c(c1)CCCC2 | -5% | 6% | -12%
Cc1cc2occ(CC(=O)N(CC(C)C)c3c(N)n(Cc4ccccc4)c(=O)[nH]c3=O)c2cc1C | -27% | / | ?
CCc1ccc(C(=O)COC(=O)C(Cc2ccccc2)NC(=O)c2ccc(Cl)cc2)cc1 (stereo not given) | -22% | 6% | -2%
COC(=O)C1(C)NC(c2ccccc2C)C2C(=O)N(c3ccccc3)C(=O)C21 (stereo not given) | -8% | 2% | 1%
NC(=O)CCC(=O)N1CCCC(C(=O)c2ccc3c4c(cccc24)CC3)C1 (stereo not given) | -19% | 7% | -25%
O=C(CSc1ccc(Cl)cc1)Nc1ccc(-c2nc3ccccc3[nH]2)cc1 | 12µM* | -5% | 8.2µM*
New compounds follow.
SMILES | TDP1 cell CPT | TDP1 inh | DT40 TDP1 no CPT
COc1cccc(NC(=O)CCC2CCN(C(=O)c3c(C)noc3C)CC2)c1 | ? | 0% | ?
CCN1C(=O)CC(NC2CCN(C(=O)c3ccc(F)cc3)CC2)C1=O (stereo not given) | 9% | 2% | 6%
O=C1c2ccccc2C(=O)N1CCCc1nc(-c2ccccc2)no1 | -26% | -3% | -7%
O=S(=O)(c1cccs1)N1CCN(CCOc2ccc(Cl)cc2)CC1 | ? | 0%[56.1 µM] | ?
CCOc1ccc(S(=O)(=O)Nc2cccc(-c3ccc(N4CCCCCC4)nn3)c2)cc1 | ? | 2% | ?
Cc1ccc(S(=O)(=O)N2CCCC(C(=O)NCCC(C)C)C2)cc1 (stereo not given) | 1% | 1% | -30%
OCc1cn(-c2ccccc2)nc1-c1cc2ccccc2o1 | ? | 5% | -3%
COc1cc([N+](=O)[O-])cc(/C=N/NC(=O)Cn2nc(C)cc2C)c1O | ? | / | 23µM*
Cc1cc2ccccn2c1C(=O)c1ccc([N+](=O)[O-])o1 | 23µM* | 10% | 18µM*
O=C(N/N=C/c1ccncc1)c1cccc(NC(=O)c2ccccc2Cl)c1 | -10% | 4% | -29%
Cc1c(C(C)NC(=O)c2ccc3nc(Cc4ccccc4F)oc3c2)cnn1C (stereo not given) | ? | 6% | ?
COC(=O)c1cccc(NC(=O)C2C3CCC(C3)C2C(=O)O)c1 (stereo not given) | 4% | -9% | -2%
O=C(COC(=O)c1ccc(C(F)(F)F)cc1)Nc1cccc(S(=O)(=O)N2CCCCC2)c1 | -19% | 1% | 0%

Screening data from PubChem.
